Source: PubChem (several laboratories)
SDO1 yeast rescue: compounds rescuing growth of sdo1-depleted yeast, bone marrow failure model; S. cerevisiae sdo1-depleted JHY4D growth rescue, OD600 30 h; active compounds read high; pdr5 snq2 efflux-pump mutant strain; z-score at 10 µM; actives 0.21% (n = 140,000); AID 817;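 active means z-score above 3 at both the 24 hr and the 30 hr optical density reads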;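 further: z-score against mean and SD of all compound wells on the same plate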
INS promoter inh: TRM-6 insulin promoter activity inhibition; TRM-6 cells (human fetal islet line), insulin promoter-eGFP reporter, imaging; reporter expression induced with tamoxifen; inhibition, % at 2 µM; actives 0.9% (n = 130,000);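 active means inhibition above the mean plus 3 SD, with well images judged a real hit on visual review, cut at about 60% in these data, passing the limit was not always enough; inconclusive means inhibition over the cutoff but images rejected on review; inactive means inhibition not above the cutoff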
SDO1 yeast rescue Rescue 24 h: also measured in SDO1 yeast rescue; calls as there; z-score; S. cerevisiae sdo1-depleted JHY4D growth rescue, OD600; measured here: growth rescue at 24 h;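 0 is the plate mean of compound wells and units are plate SD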
The depositor's hits bear a star; ? = inconclusive; / = not tested or not shown; & = joins results of further samples.

SMILES	SDO1 yeast rescue	SDO1 yeast rescue Rescue 24 h	INS promoter inh
O=C(Nc1cccnc1)Nc1ccccn1	-0.07	-0.27	2.8
CCOc1ccc(NC(=O)c2cccc(OC(=S)N3CCOCC3)c2)cc1	/	/	7.1
Cc1ccccc1CC1(CO)CCCN(C(=O)c2ccccc2N(C)C)C1 (stereo not given)	/	/	-92.9
COC(=O)Nc1sc(C)nc1-c1ccccc1	0.46	0.42	42.9
CCN(C(=O)c1cccs1)c1nc(-c2ccc(OC)cc2)cs1	/	/	-13.0
O=C1c2ccccc2CCC12N=NCC2c1ccc(Br)cc1 (stereo not given)	-0.63	-0.69	17.9
Cc1cc(C)n(CC(O)COCc2ccco2)n1 (stereo not given)	-0.04	0.04	3.0
Clc1cccc(OCCN2CCNCC2)c1	0.04	0.02	7.1
CCOC(=O)C(=Cc1cn(C)c2ccc(S(=O)(=O)N(C)C)cc12)C(=O)OCC	/	/	57.1
CN(C)C(/C=C/Nc1cccc([N+](=O)[O-])c1)=C(C#N)C#N	/	/	27.3
CC(/C=N/Nc1nc(C)cc(C)n1)=C\c1ccc(C(C)C)cc1	0.19	0.1	-28.6
C[C@@H](C(=O)Nc1ccc2ccccc2c1)[C@@H]1C[C@@]1(C)[C@@H](NC(=O)c1cnccn1)c1ccccc1	-0.62	-1.23	22.7

3 of the entries above in order of the INS promoter inh value, falling:
SMILES	SDO1 yeast rescue	SDO1 yeast rescue Rescue 24 h	INS promoter inh
CCOC(=O)C(=Cc1cn(C)c2ccc(S(=O)(=O)N(C)C)cc12)C(=O)OCC	/	/	57.1
C[C@@H](C(=O)Nc1ccc2ccccc2c1)[C@@H]1C[C@@]1(C)[C@@H](NC(=O)c1cnccn1)c1ccccc1	-0.62	-1.23	22.7
O=C(Nc1cccnc1)Nc1ccccn1	-0.07	-0.27	2.8

Next results follow.
SMILES	SDO1 yeast rescue	SDO1 yeast rescue Rescue 24 h	INS promoter inh
Cn1c(C(=O)O)c(CC(=O)NCc2cccnc2)c2ccccc21	0.08	0.06	/
O=C(Cc1ccccc1)Nc1c[nH]c(=O)[nH]c1=O	-0.15	-1.88	/
O=C(COC(=O)c1cc(Cl)ccc1[N+](=O)[O-])NCc1ccc(Cl)cc1Cl	-0.83	-0.09	-33.3
CCc1nnc(NS(=O)(=O)c2ccc(N=Cc3c(C)[nH]n(-c4ccc(Cl)cc4)c3=O)cc2)s1	0.85	0.98	33.3
CS(=O)c1ccccc1-c1nc(-c2cc(C(F)(F)F)cc(C(F)(F)F)c2)no1 (stereo not given)	-1.21	-0.74	/
CS(=O)(=O)N1CCN(C(=O)c2ccc(Br)s2)CC1	0.62	0.55	64.3
CS(=O)(=O)N(CC(=O)O)c1cc(Cl)cc(Cl)c1	-0.44	-0.91	-220.9
CCn1c(/C=C2/C(=O)N(C)c3ccccc32)nc2ccccc2c1=O	-1.49	-0.72	/
COC(=O)n1c(=O)oc2ccccc21	0.14	-0.08	28.6
c1ccc(CCc2nn3c(Cn4nnc5ccccc54)nnc3s2)cc1	0.12	0.49	-8.7
CCCCOC(=O)c1cccc(NC(=O)CCC(=O)O)c1	0.56	0.23	/
CC(C)c1ccc(Nc2nc(CC(=O)O)cs2)cc1	/	/	-35.7
O=C(NCC1CCCO1)C12CN(Cc3ccccc3)CC1C(c1cccc([N+](=O)[O-])c1)=NO2 (stereo not given)	-0.6	-0.81	43.2
NC1=NC(=Nc2ccc(Cl)cc2)c2ccccc21	-0.35	-1.07	/
CN1/C(=C\C(=O)COC(=O)Cn2nnc(-c3ccccc3)n2)C(C)(C)c2ccccc21	-0.3	-0.72	25.8
COC(=O)c1ccccc1NC(=O)Cn1nnc(-c2ccc(OC)cc2)n1	-0.82	-0.44	28.6
N#Cc1nc(-c2ccc(F)cc2)oc1N1CCCC1	-0.34	-0.52	/
COc1ccccc1C(=O)N1CCC(C(=O)c2ccc(F)cc2)CC1	0.03	-1.41	/
CC1(C(=O)Nc2cccc(C(F)(F)F)c2)CO1 (stereo not given)	/	/	35.7
CCOC(=O)c1cnc(SCc2ccccc2)nc1N	0.15	2.07	-105.7
CCOC(=O)Nc1ccc2c(c1)N(C(=O)CCN1CCN(C)CC1)c1ccccc1S2	0.78	-0.11	2.8
CCOCCCNS(=O)(=O)c1ccccc1	0.1	-1.01	-5.7
Cc1cc(C)cc(N2C(=O)CC(n3nc(C)cc3C)C2=O)c1 (stereo not given)	0.26	0.06	-10.3
CCOC(=O)c1oc2ccccc2c1CN1CCN(c2ccccc2)CC1	0.57	0.47	9.1
CCOc1ccc(NC(=S)NC23CN4CN(CN(C4)C2)C3)cc1	/	/	12.5
O=S(=O)(c1cccc(C(F)(F)F)c1)N1CCN(C(=S)NCc2ccco2)CC1	-0.34	-1.02	-33.3
FC(F)(F)c1ccc(N2CCN(c3cc(-c4ccccc4)nc4ncnn34)CC2)nc1	-1.68	-1.22	/
COc1ccc(NS(=O)(=O)c2ccc(NC(=O)c3ccc(N(C)S(C)(=O)=O)cc3)cc2)c(OC)c1	-0.06	0.28	21.4
O=C(CC(C(=O)O)C1CCCO1)NCc1ccccc1 (stereo not given)	0.92	1.02	/
Cc1cccc(NC(=S)NCC(c2cccnc2)N(C)C)c1 (stereo not given)	-0.56	-1.39	/
CC1=CC(C)(C)Nc2ccc(OC(=O)C(C)N3C(=O)c4ccccc4C3=O)cc21 (stereo not given)	-0.23	-0.12	15.9
COc1ccc(N2CCN(C3CC(=O)NC3=O)CC2)cc1 (stereo not given)	-0.11	-0.96	/
CCCC(C)NC(=O)c1cc(Cl)ccc1OC (stereo not given)	-0.44	-0.87	50.0
N/C(=N\OS(=O)(=O)c1ccc(Br)cc1)c1ccncc1	-0.54	-1.06	-2.7
O=c1c(Cl)c(NCCCO)cnn1-c1nc2ccccc2[nH]1	-0.17	-0.48	37.2
O=c1cc(N2CCN(c3ccccc3)CC2)[nH]c(=O)n1Cc1ccc(F)cc1	-0.54	-0.38	/
CC(=O)Nc1ccc(-c2nc3c(C)cccc3[nH]2)cc1	-0.44	-0.62	40.7
c1ccc2c(c1)[nH]c1nc(SCCN3CCOCC3)nnc12	-0.13	-0.37	0.0
O=C(N/N=C\c1cccs1)c1ccccc1-n1cccc1	/	/	26.7
CC(c1ccc(F)cc1)n1c(Cn2ncc3ccccc3c2=O)n[nH]c1=S (stereo not given)	/	/	3.7
COc1ccc(C)cc1S(=O)(=O)N1CCCC(C(=O)NCC2CCCO2)C1 (stereo not given)	0.19	0.18	?
CC(C)OC(=O)C1CC(C)(O)C(=O)C(C(=O)OC(C)C)C1c1ccc([N+](=O)[O-])cc1 (stereo not given)	/	/	-117.7
Cc1cc(Cl)ccc1OCCCC(=O)N1CCN(C)CC1	1.44	1.65	-37.1
Cc1c(C(=O)N2CCN(c3ncccn3)CC2)sc2nc3n(c(=O)c12)CCCC3	2.15	1.14	41.4
COc1cc2nc(C3CCC3)n(NC(=O)C3CCCC(OC)C3)c(=O)c2cc1OC (stereo not given)	-0.08	-0.11	/
Cc1cccc(C(=O)O/N=C2\CCCc3ccccc32)c1	-1.69	-1.32	-10.0
CCOC(=O)CNC1CC(=O)N(c2cccc(Cl)c2)C1=O (stereo not given)	2.43	2.58	-5.5
O=C(Cn1nnc(-c2cccs2)n1)NCc1ccco1	/	/	-19.1
Cc1ccc2nc(SCn3nnc4ccccc4c3=O)[nH]c2c1	-0.13	-0.34	/
Cc1ccc(C(=O)Nc2ccc3c(c2)OCO3)cc1NC(=O)c1ccco1	/	/	50.0
O=S(=O)(NCC(c1cccnc1)N1CCN(c2ccc(F)cc2)CC1)c1ccc(F)cc1 (stereo not given)	-2.89	-2.11	/
O=C(Cn1nc(Cl)nc1Cl)Nc1ccccc1	0.35	-0.46	-15.2
CC(=O)Nc1ccccc1OCC(=O)NCCc1ccc(Cl)cc1Cl	-0.53	-1.14	/
c1ccc(Cn2c(Sc3nnnn3-c3ccccc3)nnc2-c2ccccc2)cc1	-1.07	-0.64	-35.1
CCOC(=O)CSc1nc2sc(C)c(C)c2c(=O)n1N	-0.35	-0.16	19.2
O=C(C1CCC(=O)N1Cc1ccccc1Cl)N1CCN(c2ccc(F)cc2)CC1 (stereo not given)	-0.18	-0.26	/
Cc1cccc(NC(=O)COc2ccccc2C)n1	0.79	0.24	-405.9
CCCn1c(=O)c(C(=O)Nc2ccccc2C(=O)OC)c(O)c2ccccc21	-0.79	0.81	-28.6
COc1ccc(CC(=O)N2CC3(C)CC2CC(C)(C)C3)cc1OC (stereo not given)	-0.4	-0.14	16.7
Cc1ccc(N2CC(C(=O)Nc3ccc4c(c3)OCCO4)CC2=O)cc1 (stereo not given)	0.39	0.54	12.1

Compounds listed so far that have a CF3 group (four):
SMILES	SDO1 yeast rescue	SDO1 yeast rescue Rescue 24 h	INS promoter inh
CS(=O)c1ccccc1-c1nc(-c2cc(C(F)(F)F)cc(C(F)(F)F)c2)no1 (stereo not given)	-1.21	-0.74	/
CC1(C(=O)Nc2cccc(C(F)(F)F)c2)CO1 (stereo not given)	/	/	35.7
O=S(=O)(c1cccc(C(F)(F)F)c1)N1CCN(C(=S)NCc2ccco2)CC1	-0.34	-1.02	-33.3
FC(F)(F)c1ccc(N2CCN(c3cc(-c4ccccc4)nc4ncnn34)CC2)nc1	-1.68	-1.22	/

Next part
SMILES	SDO1 yeast rescue	SDO1 yeast rescue Rescue 24 h	INS promoter inh
COc1ccc(CCNc2oc(COc3ccc(Br)cc3)nc2C#N)cc1OC	-1.25	-0.79	/
c1ccc(Nc2nc(N3CCCC3)nc(N3CCCC3)n2)cc1	-2.4	-2.33	-492.9
C[N+](C)(C)CCN(Cc1ccc(Cl)cc1)c1ccccn1	-0.41	-0.55	2.8
C[n+]1ccccc1N1CCN(c2ccccc2Cl)CC1	0.26	0.07	-36.0
COc1cc2c(cc1NC(=S)NC(=O)c1c(OC)cccc1OC)oc1ccccc12	1.31	2.3	-59.2
O=C(NNC(=O)c1sccc1-n1cccc1)c1ccc(F)cc1	/	/	-15.4
O=C(C1=C(O)/C(=C/c2ccc(O)cc2)CCC1)C(F)(F)F	-2.41	-2.07	-160.5
O=C(Cn1c(SCC(=O)N2CCc3ccccc32)nc2ccccc21)NC1CCCC1	-1.07	0.07	-450.0
Cc1cc(C=NCCO)c(C)n1-c1cc(Cl)ccc1Cl	/	/	-7.1
COCCNC(=O)c1ccc(-n2c(SCc3cccnc3)nc3ccccc3c2=O)cc1	/	/	7.1
COC(=O)C1C(=O)/C(=C(/C)N2CCCC2)C(=O)CC1(C)C (stereo not given)	-0.4	-0.35	35.6
CCOc1ccc(NC(=O)C2C3CCC4C(CCC32)C4(Cl)Cl)cc1 (stereo not given)	/	/	17.6
O=C(NC1CCCCCC1)c1ccccc1-c1ccccc1	0.06	-0.01	/
CCCc1cc(=O)[nH]c(SCC(=O)N2CCC(C(=O)OCC)CC2)n1	1.1	1.34	17.9
CCN1CCN(CC(=O)N2CCCC(C(=O)c3ccc(Oc4ccccc4)cc3)C2)CC1 (stereo not given)	/	/	-6.2
COCCn1c(C)cc(C(=O)COC(=O)c2c(C)nn(Cc3ccccc3)c2C)c1C	-0.24	1.5	/
COc1ccc(N2C(=O)C(Cl)=C(Nc3ccccc3O)C2=O)cc1	0.36	0.72	-37.5
Nc1nc(CN2CCN(Cc3ccccc3)CC2)nc(Nc2ccc3c(c2)OCCO3)n1	0.46	-0.33	/
COc1ccc(Nc2nnc(SCC(=O)Nc3cc(C)on3)s2)cc1	0.3	0.09	23.6
O=C1C2C(c3ccccc3)=NN(c3ccccc3)C2C(=O)N1c1ccccc1 (stereo not given)	-0.57	0.88	18.9
O=C(c1ccc(Cl)s1)N1CCCC1	-0.39	-0.62	-11.5
Cn1c(COc2ccc3ccccc3c2)nnc1SCC(=O)O	1.46	1.45	/
CCN(CC)CCOC(=O)C1(C2CCCCC2)CCCCC1	-1.08	-0.62	23.8
O=C1/C(=C\c2cccnc2)SC(=S)N1C1CCS(=O)(=O)C1 (stereo not given)	0.14	0.17	-121.4

An excerpt from above, showing only SDO1 yeast rescue.
| structure | SDO1 yeast rescue |
| --- | --- |
| Cn1c(COc2ccc3ccccc3c2)nnc1SCC(=O)O | 1.46 |
| COc1ccc(N2C(=O)C(Cl)=C(Nc3ccccc3O)C2=O)cc1 | 0.36 |
| O=C(c1ccc(Cl)s1)N1CCCC1 | -0.39 |
| COCCn1c(C)cc(C(=O)COC(=O)c2c(C)nn(Cc3ccccc3)c2C)c1C | -0.24 |
| CCCc1cc(=O)[nH]c(SCC(=O)N2CCC(C(=O)OCC)CC2)n1 | 1.1 |
| Nc1nc(CN2CCN(Cc3ccccc3)CC2)nc(Nc2ccc3c(c2)OCCO3)n1 | 0.46 |
| COc1ccc(Nc2nnc(SCC(=O)Nc3cc(C)on3)s2)cc1 | 0.3 |

The list continues.
SMILES	SDO1 yeast rescue	SDO1 yeast rescue Rescue 24 h	INS promoter inh
Cc1ccc(-c2nc3sc4c(c3c(=O)n2N)CCCC4)cc1	-0.95	-0.71	31.0
COc1ccc(NC(=O)CCC(=O)Nc2nnc(C(F)(F)F)s2)c(OC)c1	0.64	0.25	-34.8
Cc1occc1-c1n[nH]c(=S)n1CC(C)C	0.59	-0.38	53.9
N/C(Cc1cccs1)=N\OC(=O)COc1ccc(Br)cc1Cl	-2.41	-1.45	-77.1
O=C(CCS(=O)CCC(=O)NCc1ccccc1)NCc1ccccc1	-0.34	-0.94	/
Cc1cc(NC(=O)C2CCCC2)n(-c2nc3ccccc3[nH]2)n1	-1.96&-1.52	-1.74&-0.99	-28.2
COc1ccc(OCC(O)CN2CCN(Cc3ccc4c(c3)OCO4)CC2)cc1 (stereo not given)	-0.24	-0.7	-3.7
CC(=O)N1CC=C2C(C#N)=C(N)C(C#N)(C#N)[C@H](c3ccoc3)[C@H]2C1	1.19	-0.25	-337.5
Cc1cc(C)cc(NC(=O)CSc2ccc(-c3ccco3)nn2)c1	-0.96	-0.24	/
CN(c1ccccc1)c1nc2ccsc2c(=O)s1	-0.69	-0.18	9.7

An unsorted share of the library (roughly 0.94% active in at least one column).
